JMJD2E inh = inhibitors of human JMJD2E histone demethylase; B2RXH2; JMJD2E catalytic domain, FDH-coupled NADH fluorescence (FDH is formaldehyde dehydrogenase); Potency, µM (series often up to 57.1 µM), without a hit: at the top dose activity change, negative = inhibition, hits mostly inhibitors; hit rate 1.6% among 230,000; active = well fitted inhibition curve with a large enough effect, not every such curve was filed as active; inconclusive = small, poorly fitted or top-dose-only effect, or another doubt; inactive = no such curve, though single readings can be large or run the other way;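 also: 0% = wells with enzyme and -100% = buffer wells without enzyme; nearly all actives have a fitted effect of over 50% in size; many of its hits are not listed in these tables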
Target sequence (B2RXH2 1-337 limits assumed): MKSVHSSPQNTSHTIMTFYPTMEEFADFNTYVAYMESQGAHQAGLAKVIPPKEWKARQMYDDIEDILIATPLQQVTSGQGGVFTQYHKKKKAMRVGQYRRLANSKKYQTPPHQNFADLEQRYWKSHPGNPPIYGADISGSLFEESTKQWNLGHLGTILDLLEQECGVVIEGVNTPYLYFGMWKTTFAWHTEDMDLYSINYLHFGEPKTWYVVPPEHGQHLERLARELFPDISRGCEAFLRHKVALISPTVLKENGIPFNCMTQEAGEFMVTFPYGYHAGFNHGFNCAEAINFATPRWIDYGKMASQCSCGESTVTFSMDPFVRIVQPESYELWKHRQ
Tau fibril ThT = tau fibrillization inhibition (ThT binding). P10636. Potency, µM (highest dose often 57.4 µM), for the others: at the highest dose activity, negative = inhibition, usual class: inhibitors. hit rate 2.1% among 270,000. recombinant tau K18 P301L, heparin-induced fibrillization, ThT fluorescence; also: % is scaled to controls: 0 for no effect and ±100 for the full control effect; nearly all actives have a fitted effect of over 55% in size
Target sequence (P10636 561-689 P618L limits assumed): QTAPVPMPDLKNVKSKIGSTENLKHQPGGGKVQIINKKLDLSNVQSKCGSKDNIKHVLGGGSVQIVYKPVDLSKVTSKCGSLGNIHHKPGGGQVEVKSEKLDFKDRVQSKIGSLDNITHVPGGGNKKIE
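K18 P301L tau (15 uM + 0.24 uM Alexa 594-tagged), heparin 20 uM, NaOAc pH 7, 6 h 37 C; ThT 30 uM, 1 h RT, ex 450/em 510 nm.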
HttQ103 aggreg = reduces HttQ103-GFP aggregates in PC12 cells. PC12 HttQ103-GFP aggregates, Acumen cytometry, 40 h. Potency, µM (series often up to 46.1 µM), without a hit: at the highest dose activity change, negative = inhibition, usual class: inhibitors. hit rate 1.1% among 220,000; also: % is scaled to controls: 0 for no effect and ±100 for the full control effect; nearly all actives have a fitted effect of over 60% in size
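Quantitative HTS on tebufenozide-induced (100 nM) PC12 cells stably expressing polyQ103 Huntingtin exon 1–GFP. Reduction of bright GFP aggregates, detected by laser scanning cytometry after lysis, identified actives across the titration.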
Tau FP inhib = inhibitors of human tau fibril formation; P10636; K18 P301L tau heparin fibrillization, Alexa594 FP, 6 h; Potency, µM (series often up to 57.7 µM), inactives show at the highest dose activity, negative = inhibition, actives largely listed as inhibitors; hit rate 0.39% among 280,000; AID 1468; also: % is scaled to controls: 0 for no effect and ±100 for the full control effect; nearly all actives have a fitted effect of over 55% in size
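Compound effects on tau fibrillization are measured by Alexa 594 fluorescence polarization (ex 555, em 632 nm). K18 P301L tau is used at 15 uM with 0.24 uM labeled tracer, and 20 uM heparin induces aggregation over 6 hr at 37 C.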
Tau fluor counter = counter-screen for tau fibril formation inhibitors; tau K18 P301L (four-repeat tau fragment) Alexa594 fluorescence, heparin fibrillization; Potency, µM (highest dose often 57.7 µM), for the others: top-dose activity change, negative = decrease; hit rate 0.93% among 280,000; also: % is scaled to controls: 0 for no effect and ±100 for the full control effect; nearly all actives have a fitted effect of over 55% in size
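Human K18 P301L tau (15 uM unlabeled plus 0.24 uM Alexa 594-labeled, final) in 100 mM sodium acetate pH 7 was mixed with compound and 20 uM heparin and incubated 6 hr at 37 C.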
HTT ATP protect = Huntington cell model cytoprotection by ATP luminescence; PC12 HTT-Q103 induced, cytoprotection, ATP luminescence, 40 h; Potency, µM (series often up to 56.4 µM), without a hit: cytoprotection (ATP increase), most hits filed as activators; hit rate 0.14% among 230,000;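 also: % of control where 0% means no effect; nearly all actives have a fitted effect of over 45% in size; toxic huntingtin expression switched on by the ecdysone agonist tebufenozide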
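Stable PC12 Q103-GFP cells in serum-supplemented, phenol red-free DMEM; induction by tebufenozide at 100 nM final; compound dose series; cell viability quantified luminescently from ATP.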
ALDH1A1 inh = inhibitors of human aldehyde dehydrogenase 1A1 | P00352 | Purified ALDH1A1, NADH fluorescence, propionaldehyde substrate | Potency, µM (doses to about 75.3 µM), for inactives: at the top dose activity, negative = inhibition, actives largely listed as inhibitors | hit rate 7.3% among 220,000; active = well fitted inhibition curve with a large enough effect, not every such curve was filed as active; inconclusive = small, poorly fitted or top-dose-only effect, or another doubt; inactive = no such curve, though single readings can be large or run the other way;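 also: plate controls were no enzyme wells and a reference inhibitor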
Target sequence (P00352 whole entry, looked up): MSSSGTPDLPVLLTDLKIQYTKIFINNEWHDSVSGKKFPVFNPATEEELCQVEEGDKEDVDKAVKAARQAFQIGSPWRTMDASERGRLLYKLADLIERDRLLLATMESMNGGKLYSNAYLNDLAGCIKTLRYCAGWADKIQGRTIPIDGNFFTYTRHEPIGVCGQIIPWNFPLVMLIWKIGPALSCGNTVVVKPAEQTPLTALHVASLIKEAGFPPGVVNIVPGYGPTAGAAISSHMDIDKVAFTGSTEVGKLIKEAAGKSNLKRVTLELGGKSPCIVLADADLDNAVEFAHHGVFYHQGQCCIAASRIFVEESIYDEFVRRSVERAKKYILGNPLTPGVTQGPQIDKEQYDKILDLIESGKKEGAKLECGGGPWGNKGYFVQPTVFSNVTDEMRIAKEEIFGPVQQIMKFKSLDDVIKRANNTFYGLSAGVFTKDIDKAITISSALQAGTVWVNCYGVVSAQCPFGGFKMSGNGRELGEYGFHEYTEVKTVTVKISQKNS
SMN2 splice enh = enhancers of SMN2 splice variant expression; HEK293 SMN2-luciferase splicing reporter, luminescence, 30-36 h; Potency, µM (titrated, usually from 46.1 µM), for the others: top-dose activity change, positive = activation, most hits filed as activators; hit rate 2.8% among 210,000; also: % of control where 0% means no effect; nearly all actives have a fitted effect of over 55% in size
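qHTS luciferase splicing reporter: luminescence rises when SMN2 exon 7 is included in transfected HEK293 cells. Compound exposure lasted 30-36 h at 37C, with 4.5 mM final sodium butyrate as control, followed by a ONE-Glo read.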
* = called active by the depositor; ? = inconclusive; nt = no result given; & = joins results of further samples; [ ] = another dose, or the depositor's remark. Unless noted, calls follow the shape of the dose curve; as a rule, active = well fitted curve in the direction sought with a large enough effect; inconclusive = small, poorly fitted or top-dose-only effect, or another doubt; inactive = no such curve, though single readings can be large; an effect the other way counts as inactive or inconclusive. Potency is read from the fitted curve at half-maximal effect. This is a subset; count on the stated rates, not on these rows.

SMILES | JMJD2E inh | Tau fibril ThT | HttQ103 aggreg | Tau FP inhib | Tau fluor counter | HTT ATP protect | ALDH1A1 inh | SMN2 splice enh
O=C(CCSCc1ccc(Cl)cc1)NC1CCCC1 | 2% | -2% | -2% | -2% | -5% | -20%[10 µM] | -1% | -8%
CCOc1ccccc1NC(=O)c1c(Br)cnn1C | 0% | -9% | 7% | 0% | -11% | -2%[10 µM] | -10% | -2%
Cn1cnnc1SCC(=O)Nc1ccccc1C(=O)NC1CC1 | -8% | -4% | -1% | -3% | -14% | 13% | ? | 11%
CCN(CC)C(=O)CSc1nc2sc(C)c(C)c2c(=O)[nH]1 | -1% | -9% | 4% | -3% | -6% | 1% | ? | 12%
CCCc1sc(N/N=C/c2ccccn2)nc1-c1ccc(F)cc1 | -5% | ? | ? | 0% | ? | -32%[10 µM] | -9% | -74%[inhibitor]
Cn1c(=O)oc2cc(S(=O)(=O)NCCc3ccccc3)ccc21 | 1% | -2% | -10% | -2% | -11% | 5% | ? | -5%
COC1CCN(C(=O)c2ccc(OC3CCN(CCc4ccccc4)CC3)cc2)CC1 | -10% | -7% | 6%[9.22 µM] | 5% | 1% | 7%[10 µM] | 1% | -4%
CCc1cc(=O)oc2cc(C)c(CN3CCCCC3)c(O)c12 | ? | -15% | 5%[9.22 µM] | 0% | 3% | 19% | ? | 11%
CC(C)N1CCN(Cc2ccc(Sc3nncn3C)o2)CC1CCO (stereo unspecified) | 7% | -8% | 3%[9.22 µM] | 2% | -1% | -4%[10 µM] | nt | nt
CCC(C(=O)Nc1cc(OC)ccc1OC)n1c(C)c2cnn(-c3ccccc3)c(=O)c2c1C (stereo unspecified) | nt | -6% | nt | -9% | -20% | nt | nt | 5%
CCN(CC)c1ccc(C=C2C(=O)OC3(CCCCC3)OC2=O)cc1 | -21% | -18% | 25% | 3% | -3% | -32% | 0.18µM* | -6%
COc1ccc(Br)cc1CN(C)C(C)C(=O)Nc1cc([N+](=O)[O-])ccc1OC (stereo unspecified) | -6% | -6% | 2% | 4% | -25% | 6%[10 µM] | ? | -20%
Fc1ccc(NC(=S)N2CCCCC2)cc1 | 15% | -4% | 7% | -2% | -11% | -18%[10 µM] | 3% | -6%[1.84 µM]
COc1ccc(NC(=O)c2ccc(-n3nc(C)cc3C)cc2)cc1OC | 0% | ? | 11% | 0% | -20% | -33% | -6% | -21%
CC(=O)O[C@@H]1[C@H]2[C@@H](C[C@@H](C)[C@@H]3CCC(=O)[C@@]13C)OC(=O)[C@@H]2C | 3% | 2% | -20%[9.22 µM] | -4% | -1% | 4%[10 µM] | nt | nt
O=C(c1cc2ccccc2oc1=O)N1CCN(c2ncccn2)CC1 | -2% | -8% | -2% | 3% | -6% | -4% | 17% | 2%
O=C1C(Cc2ccc(F)cc2)SC(=Nc2ccccc2)N1c1ccccc1 (stereo unspecified) | 0% | -1% | -32% | 1% | -5% | 1%[10 µM] | 13% | -18%
O=C(O)c1ccc(-c2nc3scc(-c4ccccc4)c3c(=O)[nH]2)cc1 | ? | -1% | 33%[9.22 µM] | 6% | -5% | 11%[10 µM] | -13% | nt
O=C(CNC(=O)c1ccc(N2C(=O)c3ccccc3C2=O)cc1)OCC(=O)c1cccc2ccccc12 | -12% | -3% | -2% | -15% | -8% | nt | 3% | 15%
CCN(CC)S(=O)(=O)c1ccc(N2CCOCC2)c(NC(=O)c2cc(C)cc(C)c2)c1 | -19% | -12% | -19% | 8% | -11% | -27%[10 µM] | ? | 4%
CN(C(=O)c1ccc(=O)[nH]c1)C1(C(=O)NC2CCCCC2)CCCCC1 | -2% | ? | -12% | 6% | ? | -60%[inhibitor] | ? | nt
Cc1cccc(/C(N)=N/OC(=O)c2ccc(F)cc2)c1 | 5% | -3% | ? | -11% | -4% | nt | 9% | ?
COc1ccc(C(=O)CSc2nc3nc(C)cc(C)n3n2)cc1OC | 7% | 2% | 15% | -2% | 6% | -2% | 2% | -4%
CC(C)(C)OC(=O)NCCCC1=CC2=CC(=O)C(C)(OC(=O)CCc3ccccc3)C(=O)C2=CO1 (stereo unspecified) | -23%&-5% | -11%&-2% | nt | ? | -6%&-6% | ? | -8%&-1% | 5%&-4%
CC(=O)c1c(N2CCN(C)CC2)nc(=S)n(Cc2ccccc2)c1C | 15% | 4% | -5% | 1% | 7% | 4%[10 µM] | 5% | -1%
COc1cccc(C(=O)NCC(=O)OCC(=O)c2ccccc2)c1 | -12% | -3% | -8% | -4% | -4% | nt | 4% | 4%
CC(=O)c1c(C)nc(-c2ccc(OCC(=O)Nc3cccc(C)c3C)cc2)n1O | 3% | -18% | 2% | -2% | -9% | -35%[inhibitor] | -3% | -29%
COC(=O)c1ccc2c(=O)n(CCCCCC(=O)NCc3ccccn3)c(=O)[nH]c2c1 | ? | -15% | -8% | -4% | -12% | -3%[10 µM] | ? | -31%[inhibitor]
CN(Cc1ccccc1)C(=O)COC(=O)c1ccc2c(c1)OCO2 | -9% | -8% | -12% | 9% | 6% | -16%[10 µM] | 2% | -4%
Cc1cccc(NC(=S)NC(=O)c2ccc(Br)o2)c1C | 7% | -12% | 4% | -6% | -12% | 5%[10 µM] | ? | 5%
Cc1nc2scc(-c3ccccc3)c2c(=O)o1 | -4% | -16% | 9% | -6% | -4% | -2% | ? | -18%
O=c1[nH]c(SCc2cccc(F)c2)nc2c1CCCC2 | -3% | -3% | -4% | 0% | -9% | nt | -10% | -1%
CCNC(=O)COc1cccc(C(=O)NCc2ccccc2)c1 | 2% | 3% | 9% | -3% | 5% | -15%[10 µM] | -1% | 18%
COc1ccccc1-c1nc(C#N)c(N2CCc3ccccc3C2)o1 | ? | -18% | -21% | 7% | -27% | -52%[inhibitor][0.074 µM] | ? | -24%
O=C(COc1ccccc1/C=C\c1[nH]c(=O)[nH]c(=O)c1[N+](=O)[O-])Nc1ccccc1 | -5% | ? | 11% | 1% | -7% | ? | ? | nt
COc1ccccc1OCc1nnc(SCCN2CCOCC2)o1 | ? | -10% | 17% | -1% | -7% | 13% | -10% | -4%
Cc1ccc(S(=O)(=O)C(CCC(=O)N2CCOCC2)S(=O)(=O)c2ccc(C)cc2)cc1 | 7% | -1% | -5% | 0% | -1% | -22% | ? | -7%
Cc1nc(N2CCOCC2)c2nc(-c3ccccc3)n(C(C)CN(C)C)c2n1 (stereo unspecified) | ? | -13% | nt | -7% | -17% | -37%[inhibitor] | ? | 3%
O=C(Oc1ccccc1)c1c(Cl)cccc1P(=O)(O)O | -9% | ? | -15% | -7% | -1% | ? | 2% | 6%
FC(F)(F)c1ccc(CSc2nccn2-c2ccccc2)cc1 | 5% | -16% | 1% | 1% | -8% | -21% | 12% | -20%
COc1ccc(C2CC(O)(c3ccccc3)Oc3cc(OC)ccc32)cc1 (stereo unspecified) | ? | -13% | -9%[9.22 µM] | -1% | ? | -21%[10 µM] | nt | nt
O=C(/C=C/c1ccc(F)cc1)N1CCCc2ccccc21 | 4% | -23% | -2% | -8% | -17% | -36% | ? | -10%
CSc1ccccc1NC(=S)Nc1cc(C)cc(C)c1 | -5% | -6% | 3% | 7% | -7% | 20% | ? | -4%
COc1cc(CNn2cnnc2)ccc1OCC(=O)NC1CCCCC1 | -4% | -4% | 3% | 3% | -9% | 33% | 2% | -29%
C=CCNC(=S)Nc1ccc(N(C)C)cc1 | 4% | -6% | 12%[9.22 µM] | 0% | -7% | 13%[10 µM] | 0% | nt

Overlap with the part before: 2 compounds, followed by the next part.
SMILES | JMJD2E inh | Tau fibril ThT | HttQ103 aggreg | Tau FP inhib | Tau fluor counter | HTT ATP protect | ALDH1A1 inh | SMN2 splice enh
COc1cc(CNn2cnnc2)ccc1OCC(=O)NC1CCCCC1 | -4% | -4% | 3% | 3% | -9% | 33% | 2% | -29%
C=CCNC(=S)Nc1ccc(N(C)C)cc1 | 4% | -6% | 12%[9.22 µM] | 0% | -7% | 13%[10 µM] | 0% | nt
Cc1nn(C)c(Cl)c1C(=O)NCC(=O)NCc1ccccc1 | 7% | 7% | -1% | -2% | 2% | 0%[10 µM] | 8% | -7%
Cc1ccc2nc(-c3c[nH]c4ccccc34)c(Nc3ccccc3)n2c1 | nt | -7% | nt | 2% | ? | nt | nt | 11µM*
Cc1nc(-c2cccc(NS(=O)(=O)c3cccc4ccccc34)c2)cs1 | 3% | 1% | -16% | -7% | ? | 3% | 5% | 7%
O=C(CSCc1ccc(Br)cc1)Nc1ccc(S(=O)(=O)N2CCOCC2)cc1 | -3% | -6% | 8% | -21% | ? | -10% | ? | -12%
COc1ccc(C(=O)c2cn(Cc3ccccc3OC)c3cc4c(cc3c2=O)OCO4)cc1 | nt | -11% | nt | -7% | -14% | nt | nt | 10%
O=S(=O)(C/C(=C/CO)S(=O)(=O)c1ccccc1)c1ccccc1 | 3% | 3.5µM* | nt | ? | -14% | 16%[0.074 µM] | 13µM* | -100%[inhibitor]
CC1(C)Cc2c(sc3c2C2=NCCN2C=N3)CO1 | ? | -8% | 5% | 8% | 4% | -4% | 1% | 2%
O=C(NCC(c1cccnc1)N1CCOCC1)C1CCCCC1 (stereo unspecified) | 1% | -6% | -20% | -10% | -5% | 8%[10 µM] | 10% | -13%
Cc1nc(CN2CCN(Cc3nc(C(c4ccccc4)c4ccccc4)no3)CC2)cs1 | 5% | -6% | 12% | 5% | -4% | -31%[inhibitor] | -7% | nt
O=C(Nc1ccc2c(c1)OCCO2)N1CCN(Cc2ccccc2)CC1 | 5% | -5% | 1% | 0% | -3% | 5%[10 µM] | 13% | 18%
CC1(C(=O)NCCCNc2ncc(C(F)(F)F)cc2Cl)C=CCN1C(=O)c1ccccc1 (stereo unspecified) | 3% | -6% | -4% | -4% | -8% | nt | 12% | 2%
Cc1ccc(Cn2ccc(=O)c(OCc3c(Cl)cccc3Cl)c2C)cc1 | 1% | ? | -10%[9.22 µM] | -10% | -22% | -31% | 0% | -8%
CCOCc1cn(CC(=O)c2ccc([N+](=O)[O-])cc2)c(C)nc1=N | -7% | ? | -9% | 6% | -8% | 9% | 3% | ?
FC(F)(F)c1ccccc1-c1cc(N2CCNCC2)ncn1 | -7% | 1% | nt | -14% | -4% | 8% | -12% | -7%

Screening data deposited in PubChem by National Center for Advancing Translational Sciences (NCATS).
